XIAP antagonists – XIAP antagonists, biochemical, IAP family, fluorescence polarization (AID 1018). XIAP BIR domain, fluorescence polarization peptide displacement; higher % means a stronger effect. one-dose displacement, % at 20 µM; IC50 in µM for titrated hits. 200,000 compounds, 0.007% hits; in the data active = displacement above about 50%; note: a part of the inactive calls stands beside numbers as strong as those of hits
HIV fusion peptide – inhibitors of HIV fusion peptide binding, primary screen, biochemical, uHTS, fluorescence dequenching (AID 1986) | cell-free peptide binding, fluorescence dequenching, 30 min; higher % means a stronger effect | one-dose inhibition, % at 20 µM; IC50 in µM for titrated hits | 290,000 compounds, 0.3% hits; in the data active = inhibition mostly above about 52%, no sharp cut-off; inactive = mostly below about 76%; note: some results filed as inactive read as strong as hits
LYP inhibition – PTPN22 lymphoid phosphatase activity blockers – biochemical, fluorescence intensity, uHTS (AID 1779); 290,000 compounds, 0.054% hits; recombinant LYP phosphatase, fluorescence intensity; higher % means a stronger effect; inhibition, % at 11.5 µM, or IC50 in µM where a hit was titrated;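 note: plate controls were vehicle with enzyme for no effect and no enzyme for full effect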
HEK293 NOD2/NF-kB – NOD2 signaling inhibitors, cell-based, luminescence, uHTS, HEK293 (AID 1566). inhibition, % at 4 µM; hits with a dose series show EC50 in µM. HEK293 NOD2/NF-kB luciferase reporter, luminescence; higher % means a stronger effect. 290,000 compounds, 0.63% hits; note: many of its hits are not listed in these tables
Lipid droplet – hepatic lipid droplet formation modulation. AML12 mouse hepatocytes, oleate lipid droplets, BODIPY imaging. inhibition, % at 6.5 µM. 240,000 compounds, 0.4% hits;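 active = lipid droplet intensity inhibited by at least 50%, with more than 500 cells counted; inconclusive = wells with under 300 cells, treated as cytotoxic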
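material = mouse AML12 hepatocyte cell line, fixed after treatment | also added = 100 µM oleic acid challenge | doses = compound at 6.5 µM only | schedule = overnight exposure | technique = Image-based BODIPY and DAPI two-channel analysis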
AID2073 – disruptors of CaV2.2 binding to Mint1 – biochemical, HTRF (AID 2073); inhibition, % at 20 µM; hits with a dose series show IC50 in µM; HTRF protein-protein interaction, Mint1-CaV2.2; higher % means a stronger effect; 290,000 compounds, 0.19% hits; in the data active = inhibition mostly above about 51%, no sharp cut-off; inconclusive = no clear call, values can overlap the other calls; inactive = mostly below about 53%; note: some results filed as inactive read as strong as hits
Myeloid diff 2 – compounds promoting myeloid differentiation; ER-HoxA9 myeloid progenitors, lysozyme-GFP differentiation, flow cytometry; calls only at 10 µM; 360,000 compounds, 1% hits;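 active = normalized GFP-positive differentiation at or above the plate's own cutoff, the solvent-only control mean plus 3 SD; inconclusive = no clear call, values can overlap the other calls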;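 note: cells exposed to compound for four days before flow analysis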
Dengue-2 NS5 capping – Dengue-2 NS5 methyltransferase inhibitors, primary screen, biochemical, confirmation dose response (AID 588689); Dengue-2 NS5 methyltransferase capping enzyme assay, biochemical; higher % means a stronger effect; inhibition, % at 25 µM; hits with a dose series show IC50 in µM; 340,000 compounds, 0.3% hits; in the data active = a potency from the dose series; inconclusive = inhibition above about 29% without an active follow-up result
Siah-1 displacement – blockers of Siah-1 interaction with plectin peptide – biochemical, fluorescence polarization, rhodamine-plectin, uHTS, primary screen (AID 1817). Siah-1 / rhodamine-plectin peptide fluorescence polarization; higher % means a stronger effect. displacement, % at 20 µM; hits with a dose series show IC50 in µM. 290,000 compounds, 0.02% hits;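 active = displacement of at least 50% at 20 µM, with a fluorescence ratio check between 0.3 and a set limit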;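 note: plate controls were Siah plus tracer with DMSO for no effect and tracer alone without Siah for full effect; strong numbers were not always called active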
Lipid droplet cells 6.5 µM – second read-out of Lipid droplet, no call of its own (marks repeat the call); cell count; measured here: cell count, cytotoxicity flag;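 cells counted across two imaged fields per well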
Dengue-2 NS5 capping pilot replicate – second read-out of Dengue-2 NS5 capping, no call of its own (marks repeat the call); inhibition, %; measured here: pilot screen replicate inhibition
Myeloid diff 2 GFP+ MAC1+ % – recorded beside Myeloid diff 2, whose call it bears; GFP+ MAC1+ double positive, %; measured here: differentiation confirmed by MAC1 staining
* hit, by the source's call; i = inactive; ? = inconclusive; . = no result given; + = active, no number. Cut-off read from the data, not from the text of the source, unless noted: active = inhibition above about 50%; inactive = the rest. A portion of the library. The share of hits here may be higher or lower than overall.

SMILES	XIAP antagonists	HIV fusion peptide	LYP inhibition	HEK293 NOD2/NF-kB	Lipid droplet	Lipid droplet cells 6.5 µM	AID2073	Myeloid diff 2	Myeloid diff 2 GFP+ MAC1+ %	Dengue-2 NS5 capping	Siah-1 displacement	others
CCCOc1ccc(N2C(=O)CC(N3CCN(CCN=CC4=C(O)CC(C)(C)CC4=O)CC3)C2=O)cc1 (configuration not stated)	3.5%	-0.5%	-3%	-5%	6	613	-13%	i	0.1	-4%	-3%
Cc1ccc(/C=N/NC(=O)c2nnn(-c3nonc3N)c2CSc2ccccc2)s1	.	0.7%	-7%	14%	-9	692	-3%	i	3.2	41%	8%
COc1ccc(CCN2C(=O)CSC2c2cccc([N+](=O)[O-])c2)cc1OC (configuration not stated)	.	2.0%	-9%	6%	4	802	11%	i	1.7	6%	10%
N#Cc1ccc(COc2cccnc2[N+](=O)[O-])cc1	.	2.1%	-8%	-3%	1	828	6%	i	0.9	-8%	5%
CC(C)(C)N1CC(C(=O)Nc2cccc(Cl)c2Cl)CC1=O (configuration not stated)	.	1.3%	-8%	19%	4	817	-3%	i	1.5	-3%	9%
O=C1c2ccccc2C(=O)N1CCCCSc1nnc2c(Cl)cc(Cl)cn12	-1.9%	-1.5%	-5%	15%	-2	800	16%	i	1.0	-9%	-1%
O=C(NCc1ccco1)c1cccn2c(=O)c3c4c(sc3nc12)CCCC4	-5.9%	18%	0%	4%	.	.	48%	i	0.7	27%	3%
Cc1cccc(/C=N/NC(=O)NC23CC4CC(CC(C4)C2)C3)n1	.	1.0%	-1%	-9%	-16	675	-5%	i	0.7	.	2%
CC12CN3CC(C)(CN(C1)C3c1ccc([N+](=O)[O-])o1)C2 (configuration not stated)	.	-0.8%	-2%	8%	-1	711	-12%	i	1.0	-8%	2%
CCOC(=O)/C=C/C(=O)OCC(=O)Nc1ccc(Cl)cc1Cl	-8.3%	-0.8%	-6%	-15%	27	692	-1%	i	0.2	-34%	1%
CC(=O)c1ccc(N2CCN(C(=S)Nc3cccc(F)c3)CC2)cc1	-5.9%	1.6%	0%	9%	.	.	-38%	i	1.4	-4%	7%
Cc1ccc(/C=N/N2CCN(Cc3ccc(C)cc3)CC2)cc1	.	1.5%	-8%	13%	12	769	11%	i	0.3	-11%	-3%
COc1ccc(NC(=O)Cc2c(Cl)cccc2Cl)cn1	-9.2%	-0.3%	-7%	9%	2	700	-14%	i	0.5	-12%	-4%
COC(=O)C(C)(C)NC(=O)c1cccs1	-5.9%	7.3%	-7%	19%	.	.	2%	i	1.1	-1%	5%	Dengue-2 NS5 capping pilot replicate=-0.6
CCOC(=O)C(=CNc1ccc2c(c1)c1ccccc1n2CC)C(=O)OCC	.	-1.1%	-4%	.	-4	724	14%	i	0.8	2%	4%
CCCCC1(C)OC(=O)C(=Cc2ccc(-c3ccc(Cl)c(C(=O)O)c3)o2)C(=O)O1 (configuration not stated)	.	27%	-3%	6%	0	650	5%	i	1.6	14µM*	-6%
Nc1nnnn1/N=C/c1cc([N+](=O)[O-])ccc1O	.	2.7%	-6%	18%	2	520	-13%	i	0.3	0%	3%
CCOC(=O)C1CCCN(c2oc(-c3ccc(F)cc3)nc2C#N)C1 (configuration not stated)	-3.6%	-1.9%	-9%	20%	2	703	8%	i	0.8	1%	1%
CCOc1ccc(N(CC(=O)NC(C)(C)C)C(=O)c2ccco2)cc1	0.0%	4.6%	0%	1%	.	.	12%	i	2.4	-4%	0%
CN(C)C(CNC(=O)CNC(=O)c1ccc2ccccc2c1)c1ccccc1 (configuration not stated)	.	0.2%	-3%	4%	-6	760	7%	.	.	2%	3%
Cn1ncc2c(Nc3cccc(Cl)c3)nc(Nc3cccc(Cl)c3)nc21	.	1.9%	8%	13%	1	629	17%	i	0.6	-7%	-1%
O=C(Nc1ccc2c(c1)C(=O)OC2)Nc1cccc2ccccc12	-6.5%	-0.2%	-8%	1%	7	658	15%	i	0.5	-3%	-1%
O=C(NN=C1CCCCCC1)c1ccc(Cl)s1	.	-1.5%	-4%	0%	6	806	-5%	i	2.1	-7%	4%
O=C(Nc1cccnc1)C1OCCc2ccccc21 (configuration not stated)	-4.5%	1.8%	-1%	3%	-37	719	2%	i	0.6	3%	2%
CCOc1cccc(-c2nnc3n2N=C(c2cc(OC)ccc2OC)CS3)c1	-6.7%	-4.2%	1%	12%	-112	391	1%	i	0.4	-6%	-2%

The list goes on (3 carried over from the part before).
SMILES	XIAP antagonists	HIV fusion peptide	LYP inhibition	HEK293 NOD2/NF-kB	Lipid droplet	Lipid droplet cells 6.5 µM	AID2073	Myeloid diff 2	Myeloid diff 2 GFP+ MAC1+ %	Dengue-2 NS5 capping	Siah-1 displacement	others
O=C(NN=C1CCCCCC1)c1ccc(Cl)s1	.	-1.5%	-4%	0%	6	806	-5%	i	2.1	-7%	4%
O=C(Nc1cccnc1)C1OCCc2ccccc21 (configuration not stated)	-4.5%	1.8%	-1%	3%	-37	719	2%	i	0.6	3%	2%
CCOc1cccc(-c2nnc3n2N=C(c2cc(OC)ccc2OC)CS3)c1	-6.7%	-4.2%	1%	12%	-112	391	1%	i	0.4	-6%	-2%
COc1ccc(Br)cc1S(=O)(=O)NCc1ccccn1	.	2.4%	-10%	7%	-1	790	0%	i	0.5	3%	11%
COc1ccc(-c2[nH]ncc2CN(C)Cc2cc(C)[nH]n2)c(F)c1	-7.7%	1.8%	2%	14%	3	715	9%	i	1.0	5%	-1%
COc1ccc2c(c1)OC13CCN(C)CC1C2C(C(=O)c1ccc(F)cc1)C(=O)N3 (configuration not stated)	-3.3%	-0.6%	-6%	-3%	-24	672	9%	i	3.0	-1%	-3%
Cc1ccsc1C(=O)Nc1cc(C(C)(C)C)nn1-c1ccccc1	-2.3%	1.5%	1%	20%	-1	738	-4%	i	3.6	1%	4%
CCn1c(CC(=O)Nc2ccccc2F)nnc1SCC(=O)N1CCN(c2ccccc2)CC1	-9.2%	-0.4%	-5%	-6%	-28	679	-10%	i	0.7	-1%	1%
CC(=O)N1CC(C)Oc2ccc(S(=O)(=O)NC(CC(=O)O)c3ccc(C)cc3C)cc21 (configuration not stated)	.	-0.9%	-11%	1%	-2	642	11%	i	1.5	-6%	-4%
O=C(NCc1ccccc1Cl)c1cccc(C(F)(F)F)c1	0.5%	-0.7%	-4%	4%	15	605	5%	i	0.8	-1%	-6%
CCc1cccc(NC(=O)C2CCCN2C(=O)Nc2ccc(C)cc2)c1 (configuration not stated)	.	-0.4%	-9%	-5%	5	824	-2%	i	0.5	-11%	1%
O=C(c1ccc(F)cc1)N1CCC(N2CCCCCC2)CC1	-7.1%	0.8%	-10%	-4%	-8	766	14%	i	1.3	2%	1%
O=C(COc1ccccc1F)Nc1ccc2c(c1)OCCO2	.	0.2%	-8%	-34%	-2	828	7%	i	0.5	0%	1%
CCOc1ccc(NC(=S)NC(=O)/C=C/c2ccc(OC)cc2)c([N+](=O)[O-])c1	-8.9%	0.7%	3%	-3%	-15	717	38%	i	0.6	-1%	0%
CCCCCCc1c(O)nc(SCC(=O)O)[nH]c1=O	-3.1%	-1.8%	-10%	7%	.	.	30%	i	2.0	-5%	-1%
CCC(=O)N1CCCc2cc(S(=O)(=O)N3CCN(c4ccccn4)CC3)ccc21	-0.5%	0.3%	-2%	3%	-6	780	-2%	i	0.7	-6%	2%
COc1ccc(C2=NN(C(=O)CCCC(=O)O)C(c3cn(-c4ccccc4)nc3-c3ccccc3)C2)cc1 (configuration not stated)	.	15%	12%	-19%	-3	708	23%	i	0.3	19%	13%
CSc1ccccc1C(=O)C1CCCN(Cc2c(C)n(C)n(-c3ccccc3)c2=O)C1 (configuration not stated)	-2.4%	-0.5%	-4%	-15%	-18	705	-4%	.	.	-4%	3%
O=C(NCc1cccnc1)c1ccc(Cl)c(S(=O)(=O)N2CCOCC2)c1	.	0.8%	-9%	-7%	4	747	4%	i	0.6	-4%	5%
CC(=O)Nc1nc(C)c(S(N)(=O)=O)s1	-2.9%	1.8%	-6%	-5%	.	.	7%	i	1.0	0%	4%
COc1cccc(/C(O)=C/c2nc3ccc(C(=O)NCCc4ccc(Cl)cc4)cc3[nH]c2=O)c1	-4.7%	3.0%	-6%	-8%	-1	579	4%	+	4.0*	?	0%
COc1cccc(CNCC(O)COc2ccc(C(=O)c3ccccc3)cc2)c1 (configuration not stated)	.	2.3%	1%	4%	17	795	0%	.	.	-8%	3%
CCOC(=O)c1ccc(NC(=S)Nc2ccc(Cl)cn2)cc1	0.6%	0.8%	-5%	10%	10	664	26%	i	0.3	-15%	17%
CCOc1ccc(S(=O)(=O)N(CC)CC(=O)NCc2ccncc2)cc1C	.	-1.3%	-5%	17%	-11	711	5%	i	0.7	0%	2%
OC1(c2ccc(Cl)cc2)CCN(Cc2cn[nH]c2-c2ccccc2)CC1	.	-3.1%	-7%	-4%	-9	684	-12%	i	0.6	-2%	-3%
Cc1ccc(-c2csc(/C(C#N)=C/Nc3ccc4c(c3)OCCO4)n2)cc1	-6.6%	3.2%	-7%	8%	-1	694	5%	i	0.9	0%	7%
N#C/C(=C(/O)CCl)c1nnc2n1CCCCC2	-4.5%	0.3%	-4%	9%	-16	694	1%	i	0.3	7%	1%
COc1cccc(/C=N/NC(=O)c2ccc(CN3c4cccc5cccc(c45)S3(=O)=O)cc2)c1	-2.4%	1.7%	0%	-8%	-2	611	41%	i	1.1	-1%	-4%
O=C(N/N=C/c1cc(Br)c(O)c(Br)c1)c1cc2c(ccc3ccccc32)o1	.	15µM*	-1%	-59%	13	628	?	i	0.7	5%	28%
COc1ccc(CSc2nc(C)[nH]c2[N+](=O)[O-])cc1[N+](=O)[O-]	.	-0.1%	-6%	12%	-7	651	-16%	i	0.7	1%	-2%
Fc1ccc(-c2cc(C(F)(F)F)nc(-n3cccn3)n2)cc1	.	-1.0%	2%	-7%	24	697	11%	i	0.2	-9%	1%
COc1ccc(CCN2C(=O)CC(N3CCN(c4ccccn4)CC3)C2=O)cc1OC (configuration not stated)	-0.5%	-1.1%	-2%	1%	-4	744	3%	i	1.3	1%	-1%
CCN(CC)S(=O)(=O)c1ccc(N2CCc3cc(OC)c(OC)cc3C2)nc1	.	-0.1%	0%	21%	-3	833	8%	i	0.1	-2%	2%

Retrieved by compound from above, two records:
SMILES	XIAP antagonists	HIV fusion peptide	LYP inhibition	HEK293 NOD2/NF-kB	Lipid droplet	Lipid droplet cells 6.5 µM	AID2073	Myeloid diff 2	Myeloid diff 2 GFP+ MAC1+ %	Dengue-2 NS5 capping	Siah-1 displacement	others
O=C(NCc1ccccc1Cl)c1cccc(C(F)(F)F)c1	0.5%	-0.7%	-4%	4%	15	605	5%	i	0.8	-1%	-6%
Cc1ccsc1C(=O)Nc1cc(C(C)(C)C)nn1-c1ccccc1	-2.3%	1.5%	1%	20%	-1	738	-4%	i	3.6	1%	4%
